TMEM16A inh: inhibitors of mouse TMEM16A calcium-activated chloride channel; Q8BHY3; HEK293 TMEM16A/YFP iodide influx fluorescence, ionomycin; normalized B-score (activity score, 25-100; higher = stronger inhibition) at 10 µM; 1.2% of 310,000 active; AID 588511;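 active means ratio plate-corrected score three or more library SD toward inhibition, starting fluorescence score within five deviations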;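 further: score derived from kinetic fluorescence span divided by baseline fluorescence per well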
TRPC4 PAM: TRPC4 (mouse) allosteric potentiation; HEK293 TRPC4beta/mu-opioid, DAMGO EC20, Fluo-4 Ca2+ flux; active compounds read high; 0.42% of 310,000 active; B-score at 10 µM;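 active means B-score of calcium response area above 5 SD of library B-scores, with initial fluorescence ratio within 5 SD of library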;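 further: B-score of integrated fluorescence ratio over time as area under calcium response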
HDAC3 inhib: inhibitors of human histone deacetylase 3; O15379; recombinant HDAC3, fluorogenic peptide/trypsin coupled, fluorescence; inhibition, % at 8.3 µM; 0.15% of 320,000 active; in the data active means inhibition above about 26%, passing the limit was not always enough
KCNK9 block: blocks the human KCNK9 two-pore domain potassium channel. Q9NPC2. HEK293 KCNK9, FluxOR thallium flux fluorescence; active compounds read low. B-score at 10 µM. 1.2% of 310,000 active. AID 488922;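 active means ratio B-score over 3 SD below the library mean, with starting fluorescence within 5 SD of its mean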;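 further: negative B-score means less thallium flux so channel inhibition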
KCNK3 inh: human KCNK3 channel inhibition, primary screen. CHO-KCNK3 thallium flux, FluxOR fluorescence; active compounds read low. O14649. B-score at 10 µM. 0.84% of 340,000 active;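 active means B-score under library mean minus 4 SD, starting fluorescence ratio at most library mean plus 5 SD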;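 further: more negative B-score means stronger inhibition of thallium flux through KCNK3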
TRPC4 act: TRPC4 (mouse) channel activation | HEK293 TRPC4beta/mu-opioid, Fluo4 calcium fluorescence; active compounds read high | B-score at 10 µM | 0.49% of 310,000 active;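 active means B-score above 5 SD of library B-scores, and initial fluorescence ratio not above library mean plus 5 SD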;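 further: positive B-score marks a calcium rise read as TRPC4 activation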
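Technique: kinetic Fluo4 calcium fluorescence; Test system: TRPC4beta and mu-opioid receptor HEK293 stable cells; Measure: B-scored integrated calcium fluorescence ratio; Benchmarks: low control buffer alone, high control maximal DAMGO; Schedule: 45 min room-temperature Fluo4 loading, 110 s read.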
hERG protect: hERG (human) protection from proarrhythmic block | Q12809 | CHO-hERG, FluxOR thallium flux, dofetilide IC70 present | activation (rescue from dofetilide block), less the hit threshold, % at 10 µM | 0.51% of 310,000 active | AID 1511;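 active means activation above the mean of controls blocked by dofetilide plus 5 SD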;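 further: thallium influx through hERG after potassium depolarization seen as dye fluorescence rise; in these data hits start at about 4.7%; inactives centre near -7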
Target sequence (Q12809 whole entry, looked up): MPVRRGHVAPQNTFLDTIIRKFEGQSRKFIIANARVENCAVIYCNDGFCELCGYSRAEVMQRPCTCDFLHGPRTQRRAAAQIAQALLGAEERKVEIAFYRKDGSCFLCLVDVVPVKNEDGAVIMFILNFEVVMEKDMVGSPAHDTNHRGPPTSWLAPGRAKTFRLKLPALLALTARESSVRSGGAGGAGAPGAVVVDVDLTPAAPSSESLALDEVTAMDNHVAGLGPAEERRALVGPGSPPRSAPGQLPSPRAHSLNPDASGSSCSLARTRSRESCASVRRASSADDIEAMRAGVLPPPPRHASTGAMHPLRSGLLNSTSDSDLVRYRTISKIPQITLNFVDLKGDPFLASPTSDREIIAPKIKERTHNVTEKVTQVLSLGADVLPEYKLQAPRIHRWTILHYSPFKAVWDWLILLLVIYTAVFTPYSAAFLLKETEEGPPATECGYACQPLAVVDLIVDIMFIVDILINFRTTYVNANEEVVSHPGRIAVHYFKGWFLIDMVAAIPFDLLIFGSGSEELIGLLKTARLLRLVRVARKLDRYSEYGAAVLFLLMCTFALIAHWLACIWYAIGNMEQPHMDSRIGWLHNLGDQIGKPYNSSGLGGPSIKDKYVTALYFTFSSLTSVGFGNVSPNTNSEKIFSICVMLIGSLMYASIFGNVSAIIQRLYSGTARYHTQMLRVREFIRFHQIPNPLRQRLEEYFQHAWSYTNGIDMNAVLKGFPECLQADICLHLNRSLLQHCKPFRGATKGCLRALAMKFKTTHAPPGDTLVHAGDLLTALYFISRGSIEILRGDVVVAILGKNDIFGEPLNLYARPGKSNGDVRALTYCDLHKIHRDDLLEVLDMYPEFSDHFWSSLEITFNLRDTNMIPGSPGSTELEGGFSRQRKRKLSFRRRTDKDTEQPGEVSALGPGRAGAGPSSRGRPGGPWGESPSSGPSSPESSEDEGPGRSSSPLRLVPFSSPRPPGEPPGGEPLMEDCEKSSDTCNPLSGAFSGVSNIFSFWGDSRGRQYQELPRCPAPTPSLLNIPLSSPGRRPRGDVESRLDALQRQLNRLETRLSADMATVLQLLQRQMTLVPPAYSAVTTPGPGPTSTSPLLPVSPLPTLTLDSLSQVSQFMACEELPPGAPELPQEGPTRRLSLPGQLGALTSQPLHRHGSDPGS
ANO1 activ: activators or potentiators of mouse TMEM16A chloride channel; AID 623877; Q8BHY3; HEK293 TMEM16A/YFP-H148Q/I152L, iodide quench fluorescence; active compounds read low; 0.3% of 340,000 active; B-score at 10 µM;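 active means fluorescence-ratio B-score plate-corrected deviation score at least 3 library SD below zero, with starting fluorescence score within 5 deviations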;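 further: channel opened by trigger with iodide after compound preincubation; score built on the fluorescence ratio of max minus min over baseline; more negative score means more quench and so TMEM16A activation or potentiation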
KCNQ1 inh: blocks the human KCNQ1 potassium channel | P51787 | B-score at 10 µM | 1.3% of 310,000 active | CHO-K1 KCNQ1, FluxOR thallium flux fluorescence; active compounds read high;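 active means compounds whose thallium flux B-score, printed positive for inhibition, exceeds three library SD while starting fluorescence stays within three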;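 further: channel opened by potassium depolarization with thallium stimulus after 20 min compound exposure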
KCNQ1 pot: potentiators or activators of human KCNQ1 potassium channel; CHO-K1 KCNQ1, thallium flux FluxOR fluorescence; active compounds read high; B-score at 10 µM; 0.35% of 310,000 active;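 active means fluorescence ratio B-score, a plate-corrected score, at least three library SD, with initial intensity B-score within 5 SD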
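Test system: CHO-K1 cells stably expressing KCNQ1 / Medium: assay buffer / Also added: depolarizing K+/Tl+ stimulus, K2SO4 and Tl2SO4 each 12.5 mM in 5x stock / Incubation: 90 min dye loading and 20 min compound exposure, both at room temperature / Signal: thallium influx via FluxOR fluorescence, kinetic imaging / Evaluation: B score of baseline-normalized fluorescence ratio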
Dyrk1A ADPGlo: Dyrk1A (rat) kinase inhibition; 0.43% of 310,000 active; Q63470; inhibition, % at 12.5 µM; ADP-Glo luminescence, NFATc1 peptide; in the data active means inhibition above about 50%;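 further: plate controls were vehicle with enzyme for no effect and no enzyme for full effect; many of its hits are not listed in these tables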
Numbers without * were called inactive; i = inactive; / = not tested or not shown.

SMILES	TMEM16A inh	TRPC4 PAM	HDAC3 inhib	KCNK9 block	KCNK3 inh	TRPC4 act	hERG protect	ANO1 activ	KCNQ1 inh	KCNQ1 pot	Dyrk1A ADPGlo
COc1ccc(-n2nc(C(=O)Nc3ccc4c(c3)OCO4)c3ccccc3c2=O)cc1	i	i	10	i	i	i	-9	i	i	i	0
O=C(O)c1ccc(C(=O)Nc2cccc3ccccc23)c(C(=O)O)c1	i	i	-2	i	i	i	-1	i	i	i	8
O=C(NCc1ccco1)c1ccc(COCC(F)(F)C(F)F)cc1	i	i	3	i	i	i	-10	i	i	i	4
Cc1ccccc1OCc1nc(C#N)c(N2CCCC2)o1	i	i	-3	i	i	i	1	i	i	i	/
COc1ccc(CC(=O)Nc2ccc(OC)nc2)cc1	i	i	0	i	i	i	-9	i	i	i	8
COc1cccc(C(=O)NCCS(=O)(=O)N2CCOCC2)c1	i	i	0	i	i	i	-3	i	i	i	/
O=c1cc(-c2ccc(O)cc2)oc2cc(O)c(C3OC(CO)C(O)C(O)C3O)c(O)c12 (configuration not stated)	i	i	3	i	i	i	-8	i	i	i	26
CNC(=S)Nc1ccc([N+](=O)[O-])cc1	i	i	2	i	i	i	-18	i	i	i	7
CCCNC(=O)Nc1cc(C)on1	i	i	-3	i	i	i	-4	i	i	i	2
CCN(CC)S(=O)(=O)c1ccc(Cl)c(NC(=O)CSc2nnc(-c3cccs3)o2)c1	i	i	1	i	i	i	-6	i	i	i	-4
CC(=O)Nc1ccc(N/C(=N\S(=O)(=O)c2ccccc2)c2ccccc2)cc1	i	i	3	i	i	i	-4	i	i	i	1
c1ccc(-c2nnc(SCCC3OCCCO3)o2)cc1	i	i	-7	i	i	i	-12	i	i	i	6
O=C(Nn1c(C2CCC2)nc2ccccc2c1=O)c1cccs1	i	i	6	i	i	i	-18	i	i	i	4
CCN(CC)CCCNC(=O)COc1ccc2oc3c(c2c1)CCCC3	i	i	-4	i	i	i	-7	i	i	i	-4
C/C(=N\Nc1nc2ccccc2[nH]1)c1cccs1	i	i	4	i	i	i	-5	i	i	i	12
Cc1ccc(NC(=O)Cc2nc(CSc3nnc(-c4ccc5c(c4)OCO5)o3)cs2)cc1	i	i	11	i	i	i	-8	i	i	i	1
Cc1noc(C)c1S(=O)(=O)N(C)CC(=O)Nc1ccc(F)cc1	i	i	/	-11*	i	i	-2	i	i	i	5
O=c1nc(-c2ccccc2Cl)c2cc(F)ccc2[nH]1	i	i	-9	i	i	i	-10	i	i	i	-2
COC(=O)Nc1ccc(NC(C)=O)cc1	i	i	-2	i	i	i	-10	i	i	i	-5
C#CC(CCN1CCCCC1)(OC)c1ccccc1 (configuration not stated)	i	i	2	i	i	i	-12	i	i	i	5
CCOC(=O)N1CCN(C(=O)C2CCN(S(=O)(=O)c3cc(Cl)ccc3Cl)CC2)CC1	i	i	-2	i	i	i	-7	i	i	i	-8
COc1ccc(NC(=S)Nc2ncccc2C)c(OC)c1	i	i	0	i	i	i	-10	i	i	i	-3
CCOc1ccccc1CNC(=O)C1CCCN(c2nn3c(=O)cc(C)nc3s2)C1 (configuration not stated)	i	i	1	i	i	i	-11	i	i	i	3
CC1(C)Cc2nc(-c3ccccc3)n3cnnc3c2CO1	i	i	1	i	i	i	-6	i	i	i	7
CN(C)CC(=O)N1c2ccccc2CCc2ccc(NC(=O)c3ccc(N)cc3)cc21	i	i	/	i	i	i	-3	i	i	i	0
CC(CC(=O)Nc1ccc2c(c1)OCCO2)c1ccccc1 (configuration not stated)	i	i	-8	i	i	i	-22	i	i	i	-3
O=C(NC1CCCCC1)c1cc(N2C(=O)CCC2=O)ccc1Cl	i	i	-3	i	i	i	-5	i	i	i	-2
O=[N+]([O-])c1ccccc1CNCCCCO	i	/	-4	/	i	/	/	i	/	/	5
CCCCOc1ccccc1P(=O)(O)CP(=O)(c1ccccc1)c1ccccc1	i	i	-4	i	i	i	-8	i	i	i	-2
Cc1nn(C)c(C)c1CN(C)C(=O)c1cnn2c1NC(c1ccccc1)CC2C(F)(F)F (configuration not stated)	i	i	0	i	i	i	-3	/	i	i	4
COc1cccc(/C=N/NC(=O)c2nnn(-c3nonc3N)c2CN(C)c2ccccc2)c1	i	i	-3	i	i	i	-10	i	i	i	3
Cc1cc(C)cc(N(CCC#N)C(=O)CN2C(=O)NC3(CCCC3)C2=O)c1	i	i	0	i	i	i	-6	i	i	i	-5
CCOC(=O)c1c(S(=O)(=O)N(C)C2CCCCC2)c(C)n(C)c1C	i	i	-1	i	i	i	-2	i	i	i	2
CCOc1ccc(NC(=O)COc2ccc(C(=O)N3CCC(C(N)=O)CC3)cc2OC)cc1	i	i	8	i	i	i	-11	i	i	i	0
N#CCCN(C(=O)COC(=O)CNC(=O)C12CC3CC(CC(C3)C1)C2)c1ccccc1	i	i	-2	i	i	i	-14	i	i	i	-3
COc1ccc(-n2cc(CN3CCC(OC)CC3)c(-c3cccc(F)c3)n2)cc1	i	i	-21	i	i	i	-2	i	i	i	/
Fc1cccc(NC(=S)NCc2ccccc2Cl)c1	i	i	0	i	i	i	-6	i	i	i	/
Cc1ccc(/C=C/C(=O)O)cc1S(=O)(=O)NCCCO	i	i	-1	i	i	i	-8	i	i	i	5
CCOc1ccc(N2C(=O)CC(Cc3cc(C)cc(C)c3)C2=O)cc1 (configuration not stated)	i	i	-3	i	i	i	-6	i	i	i	-2
C/C(=C/C(=O)N1CCc2ccccc21)C(=O)O	i	i	-1	i	i	i	2	i	i	i	-7
Cc1ccc(C(=O)CNc2cccc(Cl)c2)cc1	i	i	-2	i	i	i	-4	i	i	i	-1
CCc1ccccc1N1C(=O)C2C3C=CC(CC3)C2C1=O (configuration not stated)	i	i	-1	i	i	i	0	i	i	i	-2
CCN(CC)CCNC(=O)C(=O)NCC1OCCN1S(=O)(=O)c1cccs1 (configuration not stated)	i	i	-3	i	i	i	-11	i	i	i	-4
Clc1ccc(/C=N/NC2=Nc3cccc4cccc2c34)cc1	i	i	/	i	i	i	-8	i	i	i	-5
COc1cccc2cc(C(=O)OCC(=O)NCc3ccc4c(c3)OCO4)c(=O)oc12	i	i	/	i	i	i	-13	i	i	i	-7
COc1ccc(/C=C/C(=O)c2ccc(Cl)cc2)c(OC)c1	i	i	-2	i	i	i	-12	i	i	i	20
COc1ccc([N+](=O)[O-])cc1N(CC(=O)O)S(C)(=O)=O	i	i	-8	i	i	i	-10	i	i	i	-4
CCOc1ccccc1C1CC(=O)NC2=C1C(=O)CC(C)(C)C2 (configuration not stated)	i	i	-7	i	i	i	-8	i	i	i	-5

Shown in markdown: part of the list above
| compound | TMEM16A inh | TRPC4 PAM | HDAC3 inhib | KCNK9 block | KCNK3 inh | TRPC4 act | hERG protect | ANO1 activ | KCNQ1 inh | KCNQ1 pot | Dyrk1A ADPGlo |
| --- | --- | --- | --- | --- | --- | --- | --- | --- | --- | --- | --- |
| Fc1cccc(NC(=S)NCc2ccccc2Cl)c1 | i | i | 0 | i | i | i | -6 | i | i | i | / |
| Cc1ccc(/C=C/C(=O)O)cc1S(=O)(=O)NCCCO | i | i | -1 | i | i | i | -8 | i | i | i | 5 |

(next part)
SMILES	TMEM16A inh	TRPC4 PAM	HDAC3 inhib	KCNK9 block	KCNK3 inh	TRPC4 act	hERG protect	ANO1 activ	KCNQ1 inh	KCNQ1 pot	Dyrk1A ADPGlo
O=c1[nH]c(=O)n(C2CCCO2)cc1Br (configuration not stated)	i	i	-5	i	i	i	-13	i	i	i	-6
COc1ccc(N2CCN(C(=O)c3cc(C)oc3C)CC2)cc1	i	i	5	i	i	i	-4	i	i	i	-2
Cc1cc2cc(CN(CC3CCCO3)C(=S)NCc3ccco3)c(=O)[nH]c2cc1C (configuration not stated)	i	i	5	i	i	i	-8	i	i	i	2
CCN(CC)CCOC(=O)c1cccc(OC)c1	i	i	3	i	i	80*	-1	i	i	i	7
O=C1CC(N2CCN(c3ccc(S(=O)(=O)N4CCCC4)cc3)CC2)C(=O)N1c1ccc(F)cc1 (configuration not stated)	i	i	-2	i	i	i	-7	i	i	i	-2
COc1cccc(/C=N/n2c(-c3cc(C)[nH]n3)n[nH]c2=S)c1OC	i	i	15	i	i	i	-10	i	i	i	/
O=C(COc1ccc(Cl)cc1Cl)NCC(=O)N/N=C/c1c[nH]c2ccccc12	i	i	-11	i	i	i	-7	i	i	i	0
CC1CCN(Cc2c(C(=O)N/N=C/c3ccc(C(F)(F)F)cc3)nnn2-c2nonc2N)CC1	i	i	1	i	i	i	-4	i	i	i	4
CC(C)CCNC(=O)CNC(=S)N(CCCN1CCOCC1)Cc1cccs1	i	i	1	i	i	i	-7	i	i	i	-4
COc1ccccc1N1C(C)=CC(=C(C#N)c2nc3ccccc3s2)C=C1C	i	i	2	-8.4*	i	i	-10	i	i	i	0
Cc1cc(C)n2c(nc3ccccc32)c1C(=O)NN	i	i	-3	i	i	i	-4	i	i	i	/
Cc1c(Cl)cccc1NC(=S)Nc1ccc2[nH]c(=O)[nH]c2c1	i	i	6	i	i	i	-16	i	i	i	24
Cc1cccc(C)c1NC(=O)CN(C)C(=O)/C=C/c1cccs1	i	i	7	i	i	i	0	i	i	i	-4
CSCCC(NS(=O)(=O)c1cc(C(=O)O)ccc1Cl)C(=O)O (configuration not stated)	i	i	-4	i	i	i	-7	i	i	i	2
Cc1nn(C)c(C)c1/C=C/C(=O)O	i	i	-2	i	i	i	-4	i	i	i	5
CC(=O)Nc1ccccc1C(=O)C(=O)Nc1ccccc1	i	i	-1	i	i	i	0	i	i	i	-3
CC(C)C(=O)Nc1ccc(NC(=O)c2ccc3c(c2)OCO3)cc1	i	i	0	i	i	i	-6	i	i	i	0
COc1ccc(Br)cc1C(=O)NC(=S)Nc1c(C)n(C)n(-c2ccccc2)c1=O	i	i	-2	i	i	i	4.8*	i	i	i	-4
COc1cc(NC(=O)Cc2cccs2)c(C(=O)O)cc1OC	i	i	6	i	i	i	-12	i	i	i	7
CC(=O)Nc1cccc(NC(=O)C2CCCN2C(=O)Nc2cccc(F)c2)c1 (configuration not stated)	i	i	3	i	i	i	-4	i	i	i	-21
COC(=O)c1ccccc1NC(=O)c1onc(C)c1Cl	/	i	/	i	i	i	-7	i	i	i	-1
Cc1cccc(N(Cc2ccccc2)C(=O)c2ccccc2S(C)(=O)=O)c1	i	i	-4	i	i	i	-12	i	i	i	4
Cc1cc(Oc2ccccc2)nc(SCC(=O)Nc2ccc(Cl)cc2Cl)n1	i	i	8	i	i	i	-12	i	i	i	4
CC1CCN(C(=O)c2ccc3ccccc3c2)CC1	i	i	6	i	i	i	-1	i	i	i	5

Screening data deposited in PubChem by several laboratories.

A portion of the library; count on the stated rates, not on these rows.
